Screening data: PubChem BioAssay, several laboratories
aSyn 5UTR inh: 5' untranslated region of α-synuclein, MLPCN primary screen; inhibition, % (tested at 7.5 µM); 300,000 tested, 0.82% active; alpha-synuclein 5'UTR reporter, inhibitor activity; in the data active = inhibition above about 60%;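 note: H4 neuroglioblastoma cells stably carrying SNCA 5'UTR luciferase fusion; 0% = DMSO wells and 100% = positive control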
KLF5 inh: inhibitors of KLF5 expression | DLD-1 KLF5 promoter-luciferase reporter, luminescence | 290,000 tested, 0.23% active | inhibition, % at 5 µM | AID 1700;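 active = inhibition above a per-plate limit of that plate's mean compound inhibition plus 3 SD, cut at about 60% in these data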;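 note: 0% = DMSO wells and 100% = LY294002 at 200 µM; higher means less KLF5 promoter-driven luciferase light; inactives centre near -14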
IEC-6 tox: IEC-6 cytotoxicity, counter-screen for KLF5 inhibitors; 290,000 tested, 0.78% active; inhibition, % at 5 µM; luminescence viability; AID 1825; in the data active = inhibition above about 22%;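 note: 0% = plate median of test compound wells and 100% = cytotoxic reference compound wells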
HSF1 inhib: HSF1 inhibition. NIH3T3-HGL HSE-luciferase, MG132-induced, luminescence 8 h; stronger effect = lower value. activity change, negative = inhibition, % at 7.5 µM (by protocol). 300,000 tested, 0.77% active;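 active = more than half of replicate wells show activity change below -50%, luminescence cut by over half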;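 note: luciferase reports HSF-1 transcriptional activity via heat shock element; 0% = median of DMSO wells and -100% = zero luminescence signal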
HSP90 inh: blocks HSP90-mediated luciferase refolding in reticulocyte lysate; Rabbit reticulocyte lysate, luciferase refolding luminescence, 3 h; 290,000 tested, 0.91% active; inhibition, % at 5.6 µM;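 active = inhibition above the screen-wide mean plus 3 SD, computed separately per campaign, cut at about 16% in these data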;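 note: 0% = DMSO wells and 100% = 60 µM geldanamycin wells; inhibitors lower the luminescence because luciferase stays unfolded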
HSF1 activator: increases HSF-1 driven luciferase reporter signal | NIH3T3-HGL HSF-1 luciferase reporter, MG132, 8 h; 100% = twice DMSO control signal | activation, % at 9 µM | 300,000 tested, 1.7% active;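 active = mean replicate activation of at least 50% with a set share of replicates each reaching 50%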;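 note: 0% = median of the neutral control wells and 100% = twice that signal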
GSK3beta inhib: blocks human GSK3beta kinase activity; P49841; 300,000 tested, 0.038% active; activity score (negative = inhibition), % at 10 µM; GST-GSK3beta kinase, ADP-Glo luminescence, 60 min; stronger effect = lower value;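 active = more than half of replicate wells score below -50%, meaning over 50% inhibition versus plate controls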;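 note: 0% = median DMSO wells and -100% = median GW8510 positive control wells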
Target sequence (P49841 whole entry, looked up): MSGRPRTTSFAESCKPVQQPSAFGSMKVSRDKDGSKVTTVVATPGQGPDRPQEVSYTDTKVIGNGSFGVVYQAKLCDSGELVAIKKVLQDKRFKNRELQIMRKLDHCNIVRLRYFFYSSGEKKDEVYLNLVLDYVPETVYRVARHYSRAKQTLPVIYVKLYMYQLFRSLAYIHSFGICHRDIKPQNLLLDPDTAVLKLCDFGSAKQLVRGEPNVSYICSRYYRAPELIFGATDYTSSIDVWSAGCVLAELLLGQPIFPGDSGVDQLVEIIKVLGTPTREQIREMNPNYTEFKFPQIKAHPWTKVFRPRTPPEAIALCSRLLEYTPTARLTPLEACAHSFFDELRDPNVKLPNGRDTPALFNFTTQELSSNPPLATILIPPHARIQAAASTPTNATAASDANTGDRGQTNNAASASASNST
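Assay system: GST-fused GSK3beta enzyme, cell-free / Medium: Tris pH 7.5 buffer with MgCl2, DTT, BSA, heparin / Also added: peptide substrate plus 25 µM ATP (final) / Compound: 10 µM single point / Timing: kinase reaction with compound 60 min at room temperature / Detection: ADP-Glo luminescence / Benchmarks: DMSO neutral wells and GW8510 at 20 µM as positive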
GSK3A inh: blocks human GSK-3 alpha kinase; inhibition, % at 10 µM; 320,000 tested, 0.1% active; ADP-Glo luminescence, 60 min; P49840;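 in the data active = inhibition above about 50%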;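 note: GST-tagged GSK-3 alpha with peptide substrate and 25 µM ATP; 0% = DMSO neutral wells and 100% = GW8510 positive control wells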
Target sequence (P49840 whole entry, looked up): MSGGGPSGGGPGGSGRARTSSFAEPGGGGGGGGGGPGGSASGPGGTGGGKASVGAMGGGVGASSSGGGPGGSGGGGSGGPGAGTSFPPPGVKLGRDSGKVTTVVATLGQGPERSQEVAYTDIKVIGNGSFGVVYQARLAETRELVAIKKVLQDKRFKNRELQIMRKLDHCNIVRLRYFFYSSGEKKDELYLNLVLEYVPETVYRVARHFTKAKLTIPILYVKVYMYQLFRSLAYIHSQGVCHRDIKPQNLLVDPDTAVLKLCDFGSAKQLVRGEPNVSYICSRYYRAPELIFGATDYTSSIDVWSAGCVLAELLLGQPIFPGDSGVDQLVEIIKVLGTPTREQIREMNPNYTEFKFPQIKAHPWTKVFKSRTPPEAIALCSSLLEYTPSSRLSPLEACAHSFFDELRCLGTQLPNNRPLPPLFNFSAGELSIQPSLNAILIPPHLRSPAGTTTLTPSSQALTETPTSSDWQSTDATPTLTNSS
DYRK1A inh: inhibitors of rat Dyrk1A kinase; inhibition, % at 12.5 µM; ADP-Glo luminescence, NFATc1 peptide; 310,000 tested, 0.43% active; Q63470; in the data active = inhibition above about 50%;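 note: plate controls were vehicle with enzyme for no effect and no enzyme for full effect; many of its hits are not listed in these tables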
Platelet DG rel: platelet dense granule release activity; inhibition, %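 (compounds screened at 7.5 µM in platelet-rich plasma)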; human platelet-rich plasma, SFLLRN dense granule ATP release, luminescence; 300,000 tested, 0.22% active;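 active = mean replicate score, as percent of positive control, at or above 50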
Numbers without * were called inactive; x = not tested or not shown.

SMILES	aSyn 5UTR inh	KLF5 inh	IEC-6 tox	HSF1 inhib	HSP90 inh	HSF1 activator	GSK3beta inhib	GSK3A inh	DYRK1A inh	Platelet DG rel
CCOc1ccccc1NC(=O)Nc1cccc(NC(C)=O)c1	-4	-12	-10	-4	-2	0	2	0	0	3
CCCn1nnc(NC(=O)/C=C/c2ccco2)n1	-44	-26	1	-6	1	4	-3	0	-1	9
CC(C)c1ccc(N(CC(=O)NN=C2CCN(C)CC2)S(=O)(=O)c2ccccc2)cc1	7	5	3	-1	0	-5	2	-2	-3	-2
COc1ccc(N2CCN(C(=O)c3c(-c4c(F)cccc4Cl)noc3C)CC2)cc1	-8	-21	-7	-4	-1	-16	2	0	-1	12
O=C1N(Cc2cccnc2)C[C@@H]2C[C@@H](c3cccc(C(F)(F)F)c3)N3CCC[C@@]123	8	-3	4	5	-2	4	3	1	4	1
Cc1ccc(OCc2cc(C(=O)NCc3ccc(OC(F)(F)F)cc3)no2)cn1	-4	-4	6	-1	1	-8	0	-2	x	20
Cn1cc(C(=O)c2ccc(Cl)cc2Cl)cc1C=O	-6	-17	8	-6	5	-3	-1	7	-2	4
CCCCCCNC(=O)CCCCCNS(=O)(=O)c1ccc(OC)cc1	-47	-9	-4	-7	-2	-7	-1	4	2	-35
OCCN(Cc1ccccc1)C(=S)Nc1ccc(F)cc1	2	0	8	-1	0	-5	4	-1	-6	2
CC(C)c1ccc(NC2CCCN(C(=O)c3cnsn3)C2)cc1 (stereo not drawn)	-6	-8	1	-1	0	28	6	1	-2	3
COC(=O)C1N[C@@H]([C@@H](NC(=O)COc2ccccc2)C(=O)NCc2ccccc2)SC1(C)C (stereo partly drawn)	17	x	x	6	x	-6	3	7	x	-5
O=C(O)COc1ccc(C(=O)Cc2ccc3c(c2)OCCCO3)c(O)c1	15	-20	0	-6	12	-12	1	-6	-7	-4
COc1cc(NC(=S)N2CCC(C(N)=O)CC2)c(OC)cc1Cl	2	-14	-1	18	-3	44	5	-2	-5	0
O=C(NC1CCCC1)C(c1ccncc1)N(Cc1ccccc1)C(=O)Cc1cccs1 (stereo not drawn)	29	-14	2	x	-1	x	3	-1	0	3
O=c1cc(-c2ccccc2)nc2cc(-c3ccco3)[nH]n12	-32	-38	3	9	3	49	5	0	1	-7
Cc1cc(C(=O)Nc2c(F)c(F)c(F)c(F)c2F)n(-c2ccccc2)n1	21	-14	-2	-10	1	20	4	-1	2	-3
S=C(NC1CCCC1)NC1CC1	-10	-36	-3	-7	-2	-12	-11	-1	-3	-2
O=C(CN1C(=O)NC(Cc2c[nH]c3ccccc23)C1=O)NCCc1ccccc1 (stereo not drawn)	-5	-52	-7	-1	1	24	1	-2	3	8
CC1(C)Cc2cccc(OCC(O)CN3CCN(c4ccccn4)CC3)c2O1 (stereo not drawn)	-5	-6	-6	0	0	-7	2	x	-5	-11
Oc1c(Br)cccc1/C=N/Nc1c(F)c(F)c(F)c(F)c1F	-72	-19	8	-16	3	-21	2	10	0	-11
CCOc1ccccc1NC(=O)COC(=O)C(CC(C)C)N1C(=O)C2CC=CCC2C1=O (stereo not drawn)	18	-29	-3	2	-4	1	0	-1	-2	-4
COc1cccc(CN(C(=O)c2ccco2)C(C(=O)NC2CCCC2)c2cccnc2)c1 (stereo not drawn)	-10	-28	-4	1	-3	-4	3	-2	-3	-6
CCOC(=O)c1c(C)[nH]c(C(=O)CSc2nnc(-c3ccncc3)n2CC)c1C	29	-13	2	5	1	16	0	0	1	2
N#Cc1cc(Oc2ccc(Cl)cc2)c(N2CCOCC2)cc1C#N	13	12	-9	-5	-2	4	-1	x	3	0
COc1ccc(OCc2csc(N)n2)cc1	-117	-98	1	5	0	5	-1	-1	x	1
Cc1cccn2c(CN3CCCN(C=O)CC3)c(C(=O)N(C)CCc3ccccc3)nc12	1	6	-6	-9	-2	-15	0	-1	0	1
CC(=O)N1CC(C)Sc2ccc(S(=O)(=O)NCc3ccc(Cl)cc3)cc21 (stereo not drawn)	3	-25	3	2	-1	-8	8	-5	1	-36
CC1CCC(N2CCN(S(=O)(=O)Cc3ccccc3)CC2)CC1 (stereo not drawn)	-17	3	-3	-2	-1	-1	2	-1	-5	-3
Cc1cc(S(=O)(=O)N2c3ccc(F)cc3CCC2C)ccc1-n1cnnn1 (stereo not drawn)	3	-17	4	-6	0	-16	0	-3	-1	3
CCOCc1cnc(C)nc1NCC(=O)c1c(C)[nH]c2ccc(OC)cc12	3	3	2	-7	5	-13	1	-3	1	-1
CC1=C(C(=O)OCC2CCCO2)C(c2ccccc2)C2=C(CC(C)(C)CC2=O)N1 (stereo not drawn)	-13	14	-2	6	-3	-7	1	-2	-5	-1
Cn1nnc(NC(=O)c2cccc([N+](=O)[O-])c2)n1	-42	-11	-6	-3	-1	12	3	-2	0	1
O=C1N=C(N2CCOCC2)S/C1=C/c1cc2c(cc1[N+](=O)[O-])OCO2	-67	-67	-5	17	7	36	-5	11	x	-26
Clc1cccc(C2Nc3cccc4cccc(c34)N2)c1	-10	22	1	-4	5	22	0	21	7	-3
COc1ccc(C(=O)Cn2cnc3ccc(Cl)cc3c2=O)cc1F	-1	13	-1	2	-3	25	-1	1	-13	9
Cc1cc(NC(=O)CCC(=O)N(CC(=O)NC2CCCC2)Cc2ccc(F)cc2)no1	2	-8	7	1	0	-2	0	2	-24	1

Entries above containing a CF3 group (2):
SMILES	aSyn 5UTR inh	KLF5 inh	IEC-6 tox	HSF1 inhib	HSP90 inh	HSF1 activator	GSK3beta inhib	GSK3A inh	DYRK1A inh	Platelet DG rel
O=C1N(Cc2cccnc2)C[C@@H]2C[C@@H](c3cccc(C(F)(F)F)c3)N3CCC[C@@]123	8	-3	4	5	-2	4	3	1	4	1
Cc1ccc(OCc2cc(C(=O)NCc3ccc(OC(F)(F)F)cc3)no2)cn1	-4	-4	6	-1	1	-8	0	-2	x	20

Later entries:
SMILES	aSyn 5UTR inh	KLF5 inh	IEC-6 tox	HSF1 inhib	HSP90 inh	HSF1 activator	GSK3beta inhib	GSK3A inh	DYRK1A inh	Platelet DG rel
CC(C)CNC(=O)c1ccc(NC(=O)c2cccs2)cc1	-59	-39	4	3	0	7	0	1	-1	12
Cc1ccc2cc(CCNC(=O)c3ccc(Br)o3)c(=O)[nH]c2c1	7	-22	1	0	-1	5	-4	4	4	-1
Cc1nc(N)c(Cc2ccc(Cl)cc2Cl)c(N)n1	-10	10	2	2	1	8	-5	-1	-4	-1
Nc1cc(=O)[nH]c(SCC(=O)NCC2CCCO2)n1 (stereo not drawn)	-10	0	-6	2	-2	-1	0	0	1	0
CC(=O)N1CCOc2ccc(S(=O)(=O)N3CCC(C)CC3)cc21	-15	9	7	-1	-2	-7	2	-2	5	1
CCN1C(=O)CSC1=Nc1cccc(C(=O)O)c1	-1	-11	0	-3	-1	-1	5	-4	2	-3
COC(=O)c1ccc(NC(=O)CSc2nc3ccccc3c(=O)[nH]2)cc1	18	-18	-6	1	2	5	3	-4	-3	-9
Cc1nn(-c2ccccc2)c(C)c1C=O	1	-7	3	-5	0	-2	2	-2	x	7
Cc1nnc(NC(=O)c2cc(-c3ccncc3)nc3c(C)cccc23)s1	22	0	-4	-2	0	5	1	1	1	-9
COc1ccccc1C(CNC(=O)c1ccc(S(=O)(=O)NCc2ccco2)cc1)N(C)C (stereo not drawn)	3	-25	-1	8	2	27	2	0	-2	-8
CC(=O)Nc1ccc(Oc2cc(NC(C)=O)cc([N+](=O)[O-])c2)cc1	19	-1	0	-1	3	-13	-1	-6	0	-4
Cc1onc(-c2ccccc2)c1NC(=O)N(Cc1ccccc1)C(C)C	6	-1	1	4	6	32	1	-1	-5	-2
Cn1c(=O)cc(N2CCCCC2)[nH]c1=O	-27	-9	-2	-6	-2	4	-1	3	-2	-1
COC(=O)[C@@H]1C[C@@H]2CC[C@@H](O)C[C@@H]2N1Cc1ccc(N2CCN(C)CC2)cc1	-22	x	x	0	x	-4	20	-1	27	-1
CCCCCCOC(=O)NCC(O)c1ccccc1 (stereo not drawn)	-126	-49	0	23	1	42	3	-2	-5	0
Cc1ccc(-n2c(SCC(=O)N3CCOCC3)nc(O)c(Cc3ccccc3)c2=O)cc1	-2	-24	2	0	1	0	-1	-1	-1	3
CCOC(=O)NC(=O)/C(C#N)=C\NNc1ncc(C(F)(F)F)cc1Cl	4	9	3	-5	6	-1	-4	-1	0	3
COC(=O)C1CCN(C(=O)C2CCCCC2)CC1	14	5	3	0	2	-11	2	3	0	-3
COC(=O)c1oc2ccccc2c1NC(=O)CN1CCCC1	1	-6	-6	-2	4	4	1	-1	6	-2
O=C(Nc1ccccc1)/C(=C/c1ccc(O)cc1)NC(=O)c1ccco1	-1	-3	-3	-3	-4	-20	2	0	13	11
CC(=O)c1cccc(OC(=O)c2ccc3c(=O)n4c(nc3c2)CCC4)c1	-2	x	x	0	x	2	0	1	1	-5
Cc1cc(C)c(S(=O)(=O)NCc2nc3nc(C)cc(C)n3n2)c(C)c1	-13	-9	8	-6	-1	-8	2	-2	2	-3
O=C(Nc1ccc(N2CCCC2)c(Cl)c1)c1cccc(-c2cc3ccccc3oc2=O)c1	3	-33	0	6	2	18	4	0	6	16
N#Cc1ccc(C(=O)NC2=NCCS2)cc1	-141	-101	2	-1	-3	3	1	0	5	-3
COc1cc2c(cc1OC)CN(C(=O)CCOc1ccccc1)CC2	-5	-10	7	-7	-3	-5	2	-1	5	0
COc1ccc(NC(=S)N2CCC(NC(=O)c3ccc(OC)cc3)CC2)cc1	4	-11	1	1	-3	14	3	-1	-2	-9
Cc1cc(C)cc(N=Cc2ccc([N+](=O)[O-])s2)c1	-58	7	-8	11	4	8	2	0	-2	-3
O=C(CSc1ncccn1)N/N=C/c1cccs1	-5	-23	-4	-10	-2	7	0	-5	9	-1
CCC(C)(C(=O)NC1CCCCC1)N(Cc1ccco1)C(=O)Cc1cccs1 (stereo not drawn)	2	-16	8	6	1	19	-4	0	-2	1
O=c1oc2ccccc2cc1C1=Nn2c(nnc2-c2cccnc2)SC1	0	-10	-2	-3	-2	0	0	2	8	0
Cc1nc2ccccc2c(=O)n1NC(=O)c1cc(Br)ccc1Cl	8	7	9	-2	10	5	2	-4	16	3
Cc1ccc(CNC(=O)c2c(-c3ccccc3Cl)noc2C)cc1	3	-44	-6	4	-4	-12	-1	0	-1	-7
O=C(CC1SCCNC1=O)Nc1cc(Cl)cc(Cl)c1 (stereo not drawn)	4	-30	-5	4	1	-4	2	0	4	-1
CCN=C(NCC)SC1CC(=O)N(c2ccccc2)C1=O (stereo not drawn)	-28	22	-1	3	1	26	0	0	-3	3
CCC(=O)NCCNc1nc2cc(C)c(C)cc2cc1C#N	13	5	1	7	-4	1	1	6	2	0
O=c1c2ccccc2nnn1COc1cccc(Cl)c1	-107	-33	-2	55	0	74*	0	0	-1	10
CC(C)Cc1nnc(NC(=O)Cc2ccc([N+](=O)[O-])cc2)s1	16	-5	4	0	3	3	0	-1	13	16

Only part of the results is shown (hit frequency here may not be typical).
